High-throughput results deposited in PubChem by National Center for Advancing Translational Sciences (NCATS).
Pol kappa inh: DNA polymerase kappa (human) inhibition | Potency, µM (titrated, usually from 107 µM), without a hit: top-dose activity, negative = inhibition, actives largely listed as inhibitors | purified Pol kappa, fluorescent DNA synthesis assay, 10 min | Q9UBT6 | actives 0.53% (n = 400,000); also: potency is read from the fitted curve at half-maximal effect; % is scaled to controls: 0 for no effect and ±100 for the full control effect
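Inhibition of 10 nM Pol kappa is measured by a fluorescent read-out at 0 and 10 min following addition of 50 nM substrate (final), with a 15-min room-temperature compound preincubation.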
Pol beta inh: DNA polymerase beta (human) inhibition. P06746. Potency, µM (doses to about 114 µM), without a hit: top-dose activity change, negative = inhibition, usual class: inhibitors. actives 1.3% (n = 340,000). AID 485314. Pol beta primer extension/strand displacement, fluorescence kinetic; also: potency is read from the fitted curve at half-maximal effect; % is scaled to controls: 0 for no effect and ±100 for the full control effect
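10 nM enzyme + cpd, 15 min RT; start with substrate 50 nM final; read 0 min and after 10 min RT. Corrected, normalized data; 4-parameter Hill curve fit.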
POLH inh: DNA polymerase eta (human) inhibition; AID 588591; recombinant Pol eta, fluorescent DNA replication assay; Potency, µM (series often up to 114 µM), for the others: top-dose activity change, negative = inhibition, hits mostly inhibitors; Q9Y253; actives 1.2% (n = 390,000); also: potency is read from the fitted curve at half-maximal effect; % is scaled to controls: 0 for no effect and ±100 for the full control effect
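Fluorescent replication assay: 50 nM final substrate added after a 15 min room-temperature compound preincubation with 10 nM enzyme. Signal taken at 0 min and again at 10 min.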
APEX1 inh: APE1 (human) endonuclease inhibition; P27695; recombinant APE1, TAMRA/BHQ-2 abasic DNA cleavage fluorescence; Potency, µM (series often up to 65.8 µM), for inactives: at the top dose activity change, negative = inhibition, hits mostly inhibitors; actives 0.35% (n = 350,000);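 also: potency is read from the fitted curve at half-maximal effect; plate controls were vehicle for no effect and reference inhibitor for full effect; nearly all actives have a fitted effect of over 55% in size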
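Measures dequenching upon AP-site incision of a 5'-TAMRA/3'-BHQ-2 THF-containing duplex, 50 nM; human APE1 0.75 nM after 15 min room-temperature exposure to compound; kinetic three-point read at one-minute spacing.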
Anesthetic bind: candidate novel general anesthetic via apoferritin binding. apoferritin/1-aminoanthracene competitive binding, fluorescence. P02791. Potency, µM (series often up to 77.5 µM), without a hit: at the top dose activity change, negative = displacement, hits mostly inhibitors. actives 0.074% (n = 350,000); also: potency is read from the fitted curve at half-maximal effect; % is scaled to controls: 0 for no effect and ±100 for the full control effect; nearly all actives have a fitted effect of over 20% in size
Target sequence (P02791 2-175 limits assumed): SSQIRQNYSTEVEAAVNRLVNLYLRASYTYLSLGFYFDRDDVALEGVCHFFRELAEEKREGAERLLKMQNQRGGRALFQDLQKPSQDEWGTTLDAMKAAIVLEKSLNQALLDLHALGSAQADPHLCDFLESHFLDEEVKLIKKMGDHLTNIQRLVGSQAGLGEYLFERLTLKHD
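Horse-spleen apoferritin (10 uM) in 50% saturated 1-aminoanthracene in PBS was incubated 10 min at room temperature with compound. Fluorescence (ex 380, em 535 nm) was normalized to free and bound 1-AMA, with concentration-response fitted by a four-parameter Hill equation.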
POLI inh: DNA polymerase iota (human) inhibition. Pol iota fluorescent replication assay, 10 min. actives 1% (n = 390,000). Q9UNA4. Potency, µM (doses to about 115 µM), for inactives: top-dose activity, negative = inhibition, usual class: inhibitors; also: potency is read from the fitted curve at half-maximal effect
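Pol iota at 10 nM preincubated 15 min with compounds at room temperature; reaction started with fluorescent substrate, 50 nM final. Fluorescence read kinetically at 0 and 10 min; buffer-only wells as negative control.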
BLM helicase inh: Bloom syndrome helicase (human) inhibition | recombinant BLM DNA unwinding, fluorescence dequenching | actives 0.2% (n = 350,000) | Potency, µM (doses to about 56.1 µM), for inactives: at the top dose activity change, negative = inhibition, hits mostly inhibitors;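 also: potency is read from the fitted curve at half-maximal effect; plate controls were vehicle for no effect and no enzyme for full effect; nearly all actives have a fitted effect of over 35% in size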
Tb PGK inh: inhibitors of T. brucei phosphoglycerate kinase; actives 0.043% (n = 380,000); P07378; PGK/GAPDH coupled, Kinase-Glo luminescence, 60 min; Potency, µM (highest dose often 57.5 µM), inactives show at the top dose activity change, negative = inhibition, actives largely listed as inhibitors; also: potency is read from the fitted curve at half-maximal effect; % is scaled to controls: 0 for no effect and ±100 for the full control effect; nearly all actives have a fitted effect of over 60% in size
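Luminescent ATP detection (Kinase-Glo Plus) follows a 60-minute room-temperature incubation, with wells lacking PGK as controls. Buffer: 100 mM TEA (pH 7.6), 5 mM MgCl2, 0.01% Tween-20. Coupling enzyme GAPDH (100 nM final) supplies unstable 1,3-BPG in-well.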
RXFP1 antag: antagonists of human relaxin receptor RXFP1. Q9HBX9. HEK293-RXFP1, relaxin-stimulated cAMP HTRF, 30 min; hits give low values. activity change, negative = inhibition, % at 57.5 µM. actives 0.59% (n = 350,000). AID 1259400;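 active = activity change of -60% or lower, but not beyond a set lower limit; inconclusive = change between -60% and -40%, or beyond the set limit; inactive = change above -40%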; also: % is scaled to controls: 0 for no effect and ±100 for the full control effect
Target sequence (Q9HBX9 whole entry, looked up): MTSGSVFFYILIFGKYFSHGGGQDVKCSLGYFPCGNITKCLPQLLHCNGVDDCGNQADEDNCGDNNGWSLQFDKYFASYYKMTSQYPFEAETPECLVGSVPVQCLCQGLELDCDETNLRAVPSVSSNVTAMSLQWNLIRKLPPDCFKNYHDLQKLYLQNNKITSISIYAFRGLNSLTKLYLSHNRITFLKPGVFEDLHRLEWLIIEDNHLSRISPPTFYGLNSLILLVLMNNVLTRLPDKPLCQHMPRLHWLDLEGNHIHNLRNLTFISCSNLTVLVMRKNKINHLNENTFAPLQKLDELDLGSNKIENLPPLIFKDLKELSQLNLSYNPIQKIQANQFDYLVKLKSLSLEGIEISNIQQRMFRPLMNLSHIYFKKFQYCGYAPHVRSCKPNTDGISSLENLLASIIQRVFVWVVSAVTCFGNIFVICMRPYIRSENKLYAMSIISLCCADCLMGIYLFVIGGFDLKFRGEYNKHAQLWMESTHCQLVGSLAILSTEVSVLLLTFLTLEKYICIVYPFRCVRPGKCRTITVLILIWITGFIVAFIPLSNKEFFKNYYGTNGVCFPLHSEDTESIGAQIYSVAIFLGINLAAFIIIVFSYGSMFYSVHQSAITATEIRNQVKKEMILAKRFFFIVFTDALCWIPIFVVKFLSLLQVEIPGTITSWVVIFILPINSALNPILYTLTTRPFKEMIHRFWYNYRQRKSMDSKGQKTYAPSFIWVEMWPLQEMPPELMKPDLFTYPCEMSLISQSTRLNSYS
Numbers without * were called inactive; [ ] = another dose, or the depositor's remark. Unless noted, calls follow the shape of the dose curve; as a rule, active = well fitted curve in the direction sought with a large enough effect; inconclusive = small, poorly fitted or top-dose-only effect, or another doubt; inactive = no such curve, though single readings can be large; an effect the other way counts as inactive or inconclusive. The list is partial, so the mix of outcomes need not match the whole.

`Cc1ccc(/C(N)=N/OC(=O)c2ccco2)cc1` gave Pol kappa inh -11%, Pol beta inh 0%, POLH inh -15%, APEX1 inh 1%, Anesthetic bind -13%, POLI inh 15%, BLM helicase inh 2%, Tb PGK inh -15% and RXFP1 antag -9.
Cc1cc(C(F)F)n2ncc(C(=O)O)c2n1 was read as Pol kappa inh -2%, Pol beta inh 55%, POLH inh -16%, APEX1 inh 4%, Anesthetic bind -7%, POLI inh 49%[activator], BLM helicase inh -1%, Tb PGK inh 4% and RXFP1 antag 4.
Screening O=C(NN=Cc1ccccc1OC(F)F)c1cccc(S(=O)(=O)N2CCCC2)c1 returned Pol kappa inh -16%, POLH inh -14%, APEX1 inh 35%[activator], POLI inh 7%, Tb PGK inh inactive and RXFP1 antag -14.
COc1ccc(/C(N)=N/OC(=O)Cc2ccccc2[N+](=O)[O-])cc1 was read as Pol kappa inh -13%, Pol beta inh 0%, POLH inh -14%, APEX1 inh inconclusive, Anesthetic bind -4%, POLI inh -5%, BLM helicase inh -5%, Tb PGK inh -3% and RXFP1 antag -1.
O=C(NCc1ccco1)c1ccc(C(=O)NCc2ccco2)s1 was read as Pol kappa inh -9%, Pol beta inh 28%, POLH inh -15%, APEX1 inh -1%, Anesthetic bind -10%, POLI inh inconclusive, BLM helicase inh -2%, Tb PGK inh -11% and RXFP1 antag -3.
Screening CC(C)C(=O)Nc1cccc(NC(=O)c2cccc(Br)c2)c1 returned Pol kappa inh 1%, Pol beta inh 3%, POLH inh -18%, APEX1 inh 1%, Anesthetic bind inconclusive, POLI inh 10%, BLM helicase inh -11%, Tb PGK inh -8% and RXFP1 antag -8.
For COc1ccc(-c2cc(C(=O)N3CCN(S(=O)(=O)c4ccc(C)cc4)CC3)[nH]n2)cc1 the results were Pol kappa inh -27%, Pol beta inh -10%, POLH inh -9%, APEX1 inh 2%, Anesthetic bind -19%, POLI inh 11%, BLM helicase inh 1%, Tb PGK inh 2% and RXFP1 antag -4.
For Nc1nnc(Cc2ccc(Cl)cc2)s1 the results were Pol kappa inh 4%, Pol beta inh 1%, POLH inh -6%, APEX1 inh -4%, Anesthetic bind 6%, POLI inh 7%, BLM helicase inh -4%, Tb PGK inh 2% and RXFP1 antag -7.
For CCOc1ccc(NC(=O)CSc2nccn2C2CCCC2)cc1 the results were Pol kappa inh -15%[60.1 µM], Pol beta inh 0%, POLH inh -19%, Anesthetic bind -11%, POLI inh 20%, BLM helicase inh -1%, Tb PGK inh 0% and RXFP1 antag 7.
Cc1ccc(OCCOC(=O)c2sc(=S)n(C)c2C)cc1 was read as Pol kappa inh -2%, Pol beta inh 0%, POLH inh -20%, APEX1 inh 1%, Anesthetic bind -17%, POLI inh 6%, BLM helicase inh -5%, Tb PGK inh -3% and RXFP1 antag -11.
`Cc1cc(OCCCN2CCCC2)ccc1Cl` gave Pol kappa inh -7%, Pol beta inh -9%, POLH inh -2%, APEX1 inh 11%, Anesthetic bind -7%, POLI inh inconclusive, BLM helicase inh 1%, Tb PGK inh -2% and RXFP1 antag 14.
`Cc1noc(C)c1NC(=O)Nc1ccc2c(c1)C(=O)N([C@H](C)CO)C[C@H](C)[C@@H](CN(C)S(=O)(=O)c1cccs1)O2` gave Pol kappa inh -11%, POLH inh -17%, APEX1 inh 9%, POLI inh -10% and Tb PGK inh 1%.
For CCOc1ccccc1NC(=O)COC(=O)c1cc(C(=O)OC)cc([N+](=O)[O-])c1 the results were Pol kappa inh -9%, Pol beta inh 6%, POLH inh -13%, APEX1 inh 3%, Anesthetic bind -3%, POLI inh 52%[activator], BLM helicase inh -4%, Tb PGK inh inactive and RXFP1 antag 11.
For Cc1cccc(-n2ncc3c(N4CCN(CCO)CC4)ncnc32)c1 the results were Pol kappa inh -7%[60.1 µM], Pol beta inh 8%, POLH inh 1%, Anesthetic bind inconclusive, POLI inh 7%, BLM helicase inh -4%, Tb PGK inh -4% and RXFP1 antag -11.
CC1=C(C(=O)OCc2ccccc2)C(c2cccc3ccccc23)NC(=O)N1CCCC(=O)O (stereo not drawn) was read as Pol kappa inh -7%, POLH inh -6%, APEX1 inh 0%, POLI inh inconclusive and Tb PGK inh 1%.
Screening Cc1snc(S(=O)(=O)/C(C#N)=N/Nc2cccc(C(F)(F)F)c2)c1C#N returned Pol kappa inh -21%, Pol beta inh 21%, POLH inh 1%, APEX1 inh -3%, Anesthetic bind inconclusive, POLI inh -2%, BLM helicase inh -6%, Tb PGK inh -9% and RXFP1 antag -4.
`COc1cc(NC(=O)Cc2ccccc2)ccc1NC(=O)c1ccco1` gave Pol kappa inh -14%, Pol beta inh 2%, POLH inh -4%, APEX1 inh -2%, Anesthetic bind -20%, POLI inh 17%, BLM helicase inh 0%, Tb PGK inh -5% and RXFP1 antag -5.
Screening Cc1nn(Cc2ccc(F)cc2)c(Cl)c1/C=N/NC(=O)c1cccnc1 returned Pol kappa inh -8%, Pol beta inh -13%, POLH inh -3%, APEX1 inh -2%, Anesthetic bind 0%, POLI inh -13%, BLM helicase inh 0%, Tb PGK inh inactive and RXFP1 antag 2.
For Cc1ccc(NC(=O)c2ncn(CCCN(CCCn3cnc(C(=O)Nc4ccc(C)c(C)c4)n3)Cc3ccc4[nH]ccc4c3)n2)cc1C the results were Pol kappa inh -6%, POLH inh -17%, POLI inh 10% and Tb PGK inh inactive.
For Nc1cc(N)nc(SCC(=O)Nc2cccc(S(=O)(=O)N3CCCCC3)c2)n1 the results were Pol kappa inh -10%, POLH inh -3%, APEX1 inh -9%, POLI inh -8%, Tb PGK inh 3% and RXFP1 antag 1.
`CCc1nc(SCC(=O)Nc2c(C)n(C)n(-c3ccccc3)c2=O)n[nH]1` gave Pol kappa inh -8%, Pol beta inh 13%, POLH inh -16%, APEX1 inh -3%, Anesthetic bind 4%, POLI inh 21%, BLM helicase inh 0%, Tb PGK inh -2% and RXFP1 antag 0.
Screening O=C(Nc1ccnn1C1CCN(C2CCCC2)CC1)c1ccccc1 returned Pol kappa inh -13%, Pol beta inh 3%, POLH inh inconclusive, APEX1 inh 33%, Anesthetic bind -5%, POLI inh 20%, BLM helicase inh 7%, Tb PGK inh 7% and RXFP1 antag -10.
Screening CS(=O)(=O)Nc1cccc(-c2cncnc2NCc2cccs2)c1 returned Pol kappa inh 7%[60.1 µM], APEX1 inh 9%, Anesthetic bind -2% and BLM helicase inh 0%.
Screening O=C(CSc1nnc(-c2ccncc2)o1)c1ccc2c(c1)OCCO2 returned Pol kappa inh -10%, Pol beta inh -9%, POLH inh -19%, APEX1 inh -3%, Anesthetic bind -8%, POLI inh 6%, BLM helicase inh -3%, Tb PGK inh -9% and RXFP1 antag -10.
Screening O=C(COc1ccc(S(=O)(=O)N2CCOCC2)cc1)Nc1ccccc1C(F)(F)F returned Pol kappa inh 1%, Pol beta inh 1%, POLH inh -18%, APEX1 inh 7%, Anesthetic bind -6%, POLI inh -2%[58.9 µM], BLM helicase inh -1%, Tb PGK inh -8% and RXFP1 antag 19.
`COc1ccc(-c2noc3c2-c2nc(-c4ccccc4Cl)sc2CC3)cc1` gave Pol kappa inh 0%, POLH inh -16%, POLI inh inconclusive and Tb PGK inh 0%.
Screening Cc1ccsc1C(=O)OCC(=O)NC1CCS(=O)(=O)C1 (stereo not drawn) returned Pol kappa inh -7%, Pol beta inh -11%, POLH inh -3%, APEX1 inh 4%, Anesthetic bind 2%, POLI inh -1%, BLM helicase inh -2%, Tb PGK inh -2% and RXFP1 antag 6.
`CCCCn1nc(C(=O)N(C)CC(=O)Nc2ccc(F)c(F)c2F)ccc1=O` gave Pol kappa inh 2%, POLH inh -7%, APEX1 inh -8%, POLI inh 31%[activator], Tb PGK inh -1% and RXFP1 antag 3.
Cc1cccn2c(=O)c3cc(C(=O)NC4CCCCC4)c(=N)n(CCN4CCOCC4)c3nc12 was read as Pol kappa inh 22%, Pol beta inh -6%, POLH inh -8%, APEX1 inh 3%, Anesthetic bind -6%, POLI inh -2%, BLM helicase inh -3%, Tb PGK inh -9% and RXFP1 antag 1.
Screening O=C(Nc1nc2c(s1)CCCC2)c1cccs1 returned Pol kappa inh -10%, Pol beta inh -8%, POLH inh -3%, APEX1 inh -5%, Anesthetic bind -10%, POLI inh 8%, BLM helicase inh -2%, Tb PGK inh -5% and RXFP1 antag -12.
For O=C(c1cc(-c2ccccn2)nc2c(Cl)cccc12)N1CCN(C(=O)C2CCCO2)CC1 (stereo not drawn) the results were Pol kappa inh -16%, Pol beta inh inconclusive, POLH inh -4%, APEX1 inh -4%, Anesthetic bind -16%, POLI inh 2%, BLM helicase inh -2%, Tb PGK inh 0% and RXFP1 antag -3.
`O=C(CCNc1ccc(F)cc1)c1ccco1` gave Pol kappa inh -7%, Pol beta inh 3%, POLH inh -21%, APEX1 inh inconclusive, Anesthetic bind -9%, POLI inh 17%, BLM helicase inh -4%, Tb PGK inh 0% and RXFP1 antag 1.
`Cc1nc(SCC(N)=O)[nH]c(=O)c1CCC(C)C` gave Pol kappa inh 1%, Pol beta inh 31%, POLH inh -2%, APEX1 inh 1%, Anesthetic bind -9%, POLI inh -5%, BLM helicase inh 1%, Tb PGK inh -1% and RXFP1 antag 1.
O=C(c1ccc(Cl)c(S(=O)(=O)N2CCCC2)c1)N1CCN(c2ccccc2F)CC1 was read as Pol kappa inh 0%, Pol beta inh 5%, POLH inh -12%, APEX1 inh 10%, Anesthetic bind -18%, POLI inh 35%[activator], BLM helicase inh -6%, Tb PGK inh -2% and RXFP1 antag -8.
For O=c1cc(C=NNc2ccc([N+](=O)[O-])cc2)[nH]c(=O)[nH]1 the results were Pol kappa inh -7%, POLH inh inconclusive, POLI inh inconclusive, Tb PGK inh -10% and RXFP1 antag -5.
